From PubChem BioAssay
NF-kB neuron act: activators of NF-kB expression in neurons, primary screen, cell-based, HTS | human neuronal cells, NF-kB reporter expression; active compounds read high | fold change at 12.5 µM | hit rate 1.6% among 190,000 | AID 1239, 2008; in the data active means fold change above about 3.3
TNAP act hi DEA: TNAP activators at high phosphate acceptor level, primary screen, biochemical, luminescence, uHTS. AID 1136, 2008. 200,000 tested, under 10 active. purified TNAP, CDP-star luminescence, 1 M DEA, 30 min; active compounds read high; 0 = EDTA background, 1 = DMSO-only activity. Alkaline phosphatase, tissue-nonspecific isozyme (Homo sapiens), P05186. activation factor at 20 µM;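 active means activation factor at least 2 at 20 µM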
Target sequence (P05186 whole entry, looked up): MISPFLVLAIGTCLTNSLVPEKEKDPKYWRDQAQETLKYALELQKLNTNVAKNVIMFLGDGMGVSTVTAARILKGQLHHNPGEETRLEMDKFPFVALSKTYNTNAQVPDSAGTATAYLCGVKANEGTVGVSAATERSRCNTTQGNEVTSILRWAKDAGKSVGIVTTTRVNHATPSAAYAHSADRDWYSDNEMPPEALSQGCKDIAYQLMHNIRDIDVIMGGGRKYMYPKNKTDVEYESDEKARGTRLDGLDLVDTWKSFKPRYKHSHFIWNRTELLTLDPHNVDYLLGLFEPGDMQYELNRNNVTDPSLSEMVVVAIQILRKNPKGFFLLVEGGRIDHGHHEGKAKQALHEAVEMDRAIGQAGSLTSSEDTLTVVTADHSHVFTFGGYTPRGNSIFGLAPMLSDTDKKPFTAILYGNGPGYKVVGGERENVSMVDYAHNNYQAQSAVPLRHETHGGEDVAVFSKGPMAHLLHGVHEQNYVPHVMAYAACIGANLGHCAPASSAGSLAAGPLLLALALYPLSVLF
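Measured by: Luminescent substrate turnover signal | Test system: Human TNAP | Input: TNAP 1/800 final | Dosing: 20 µM single point | Schedule: 30 min, room temperature | Controls: EDTA wells as negative control, DMSO wells as positive control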
bIAP act: bovine intestinal alkaline phosphatase activators, primary screen, biochemical, bovine IAP, CDP-star luminescence; activation factor at 20 µM; alkaline phosphatase, intestinal [Bos taurus]; purified bovine IAP, 30 min; active compounds read high; fold of DMSO-control signal, blank-subtracted; AID 1016, 2008; hit rate 0.17% among 200,000;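 active means activation factor of 2 or more at 20 µM, a signal rise over negative controls twice the positive control's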
TNAP inh hiacc: human TNAP enzyme inhibitors, primary screen, biochemical, luminescent, high phosphate acceptor level, uHTS; Alkaline phosphatase, tissue-nonspecific isozyme (Homo sapiens), P05186; AID 1135, 2008; inhibition, % at 20 µM; purified TNAP, CDP-star luminescence, 1 M DEA; hit rate 0.03% among 200,000;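 active means over 50% inhibition of tissue-nonspecific alkaline phosphatase at 20 µM in the single-dose screen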;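 further: plate controls were DMSO wells for no effect and EDTA-quenched wells as full inhibition for full effect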
PMI act hi M6P: human PMI activators, high substrate, primary screen, biochemical, fluorescence intensity, near-saturating mannose 6-phosphate | coupled PMI enzyme assay, resazurin fluorescence, 20 min; active compounds read high; 1 = untreated enzyme, 0 = substrate-free blank | activation factor at 20 µM | hit rate 0.34% among 190,000 | AID 1216, 2008;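 active means activation factor of 2 or more at 20 µM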
Target sequence (P34949 whole entry, looked up): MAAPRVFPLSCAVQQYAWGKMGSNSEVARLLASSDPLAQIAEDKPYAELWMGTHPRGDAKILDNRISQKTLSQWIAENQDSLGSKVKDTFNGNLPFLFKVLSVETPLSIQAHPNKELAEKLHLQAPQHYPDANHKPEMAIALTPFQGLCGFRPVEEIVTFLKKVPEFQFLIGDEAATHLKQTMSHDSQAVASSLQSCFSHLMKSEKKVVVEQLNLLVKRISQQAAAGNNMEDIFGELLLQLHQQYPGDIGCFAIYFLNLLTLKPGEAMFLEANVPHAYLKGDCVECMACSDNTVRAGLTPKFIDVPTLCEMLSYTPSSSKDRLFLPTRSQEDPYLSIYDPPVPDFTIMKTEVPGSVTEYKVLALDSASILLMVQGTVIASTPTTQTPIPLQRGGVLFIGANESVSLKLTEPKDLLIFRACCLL
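Material: human phosphomannose isomerase with PGI, G6PDH, diaphorase coupling enzymes / Reagent: Man-6-P substrate 1.0 mM / Dosing: single compound dose of 20 µM, 1% DMSO final / Incubation: enzyme reaction with compound 20 min at room temperature / Signal: resorufin fluorescence (Ex 544/Em 590 nm) from resazurin via diaphorase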
TNAP inh no acc: human TNAP enzyme inhibitors, primary screen, biochemical, luminescent, no phosphate acceptor, uHTS | Alkaline phosphatase, tissue-nonspecific isozyme (Homo sapiens), P05186 | purified TNAP, CDP-star luminescence, 30 min | inhibition, % at 20 µM | hit rate 0.26% among 200,000;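 active means tissue-nonspecific alkaline phosphatase inhibition above about 50% at 20 µM in the single-dose screen, limit read from the data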;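 further: 0% = DMSO negative control and 100% = EDTA positive control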
PMI act: activators of human PMI, primary screen, biochemical, fluorescence intensity, near-Km mannose 6-phosphate | purified human PMI, coupled resazurin fluorescence, 20 min; active compounds read high; 1 = vehicle control, 0 substrate-free wells | activation factor at 20 µM | hit rate 0.005% among 190,000 | AID 1214, 2008;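 active means activation factor of 2 or more at 20 µM, relative to plate controls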
APP 5'UTR act: activators of APP 5'UTR luciferase reporter, primary screen, SH-SY5Y cells; SH-SY5Y APP 5'UTR luciferase reporter, luminescence; zero percent = DMSO vehicle wells; activation, % at 2 µM; hit rate 1% among 190,000; AID 1276, 2008;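 active means activation above a set limit, based on mean plus 3 SD of controls, cut at about 140% in these data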; further: values of inactives mirror those of a sister screen read the other way
FLuc inhib CS: firefly luciferase enzyme inhibitors, primary screen, artefact control for luciferase-based inhibitor screens, biochemical, luminescence, ATPLite; 10 min; inhibition, % at 10 µM; hit rate 1.5% among 200,000; AID 1006, 2008;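 active means inhibition above about 50% when tested at 10 µM, limit read from the data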
FLuc stim CS: FLuc activators, initial screening, artefact control for FLuc-dependent activation tests, biochemical, ATPlite luminescence | Luciferin 4-monooxygenase (Photinus pyralis), P08659 | ATPlite luciferase biochemical, 10 min; 0 = ATP-free wells, 1 = DMSO control | activation factor at 10 µM | 200,000 tested, under 10 active | AID 1027, 2008;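 active means luciferase activation factor, scaled between plate controls, of at least 2 with compound at 10 µM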
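System: cell-free luciferase reagent; medium: PBS as buffer for the ATP substrate; doses: test compounds dosed from 2 mM stocks in 100% DMSO; incubation: 10 min, room temperature; measured by: luminescence from luciferase reaction; read-out: luciferase activation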
* marks the source's active call; other numbers are inactive results; . = not tested or not shown.

NF-kB neuron act | TNAP act hi DEA | bIAP act | TNAP inh hiacc | PMI act hi M6P | TNAP inh no acc | PMI act | compound | APP 5'UTR act | FLuc inhib CS | FLuc stim CS
0.87 | 1 | 0.5 | -2 | 1 | -13 | 1 | COc1ccccc1OCC(=O)NCCSCc1ccc(Cl)cc1 | 5 | 0 | 1
0.62 | 1 | 0.8 | -4 | 0.7 | -11 | 0.6 | CSc1ccc(C2C(C#N)=C(N)N(c3ccccc3)C3=C2C(=O)CCC3)cc1 (stereo not given) | 11 | -7 | 1.1
1.2 | 1 | 0.9 | -3 | 0.9 | -8 | 1 | Cc1cc([N+](=O)[O-])nn1CC(=O)Nc1ccc(Cc2ccncc2)cc1 | 9 | -6 | 1.1
1 | 1 | 0.9 | -4 | 1 | -6 | 1 | CCn1nnnc1SCCSc1nnnn1CC | -15 | -6 | 1.1
1 | 1 | 0.9 | -1 | 0.9 | -18 | 0.9 | CCOc1ccc(Br)cc1S(=O)(=O)Nc1cccc(S(=O)(=O)N(CC)CC)c1 | 7 | -8 | 1.1
1.2 | 1 | 1.4 | -3 | 1.1 | -9 | 1.1 | Cc1cc([N+](=O)[O-])nn1CC(=O)N1N=C(C(F)F)CC1(O)C(F)F (stereo not given) | -4 | 0 | 1
1.3 | 1.1 | 1.1 | -5 | 1.2 | -6 | 1.2 | Cc1ccc2sc(NNC(=O)C3COc4ccccc4O3)nc2c1C (stereo not given) | 5 | -12 | 1.1
1 | 1 | 1.2 | -3 | 1.1 | -13 | 1.2 | Cc1ccc(S(=O)(=O)NCCc2ccncc2)cc1C | -7 | -1 | 1
1.2 | 1 | 0.9 | 0 | 1.1 | -8 | 1.1 | CCOC(=O)C(C(=O)OCC)=C1OC(=O)c2ccccc21 | 2 | -1 | 1
1.2 | 1 | 1.1 | -4 | 1 | -12 | 1 | CC(NC(=O)c1ccc(S(=O)(=O)C(F)F)cc1)c1ccccc1 (stereo not given) | 5 | -6 | 1.1
1.8 | 1 | 0.8 | 0 | 0.9 | -5 | 0.9 | CCOC(=O)c1ccc(NC(=O)c2cc3ccccc3o2)cc1 | 24 | 4 | 1
1 | 1 | 1.2 | 0 | 1 | -12 | 1 | Cc1ccc(NC(=O)CCC(=O)NNC(=O)c2ccco2)cc1C | -2 | -5 | 1
0.82 | 1 | 1.1 | 0 | 1 | -13 | 1 | Cc1cc2oc(C(=O)N(Cc3ccco3)C3CCS(=O)(=O)C3)cc(=O)c2cc1Cl (stereo not given) | 5 | -3 | 1
1.1 | 1 | 1 | -2 | 1 | -4 | 1 | Cc1ccc(-c2nc(N3CCOCC3)sc2C(=O)N2CCCCC2)cc1 | -8 | -1 | 1
0.97 | 1 | 1 | -5 | 1.1 | -14 | 1 | O=C(CSc1nnnn1C1CCCCC1)N1CCCC1 | 4 | 0 | 1

5 entries from above, with values under each structure:
Fields – NF-kB neuron act	TNAP act hi DEA	bIAP act	TNAP inh hiacc	PMI act hi M6P	TNAP inh no acc	PMI act	APP 5'UTR act	FLuc inhib CS	FLuc stim CS
CCOC(=O)c1ccc(NC(=O)c2cc3ccccc3o2)cc1
→ 1.8	1	0.8	0	0.9	-5	0.9	24	4	1
Cc1ccc(NC(=O)CCC(=O)NNC(=O)c2ccco2)cc1C
→ 1	1	1.2	0	1	-12	1	-2	-5	1
Cc1cc2oc(C(=O)N(Cc3ccco3)C3CCS(=O)(=O)C3)cc(=O)c2cc1Cl (stereo not given)
→ 0.82	1	1.1	0	1	-13	1	5	-3	1
Cc1ccc(-c2nc(N3CCOCC3)sc2C(=O)N2CCCCC2)cc1
→ 1.1	1	1	-2	1	-4	1	-8	-1	1
O=C(CSc1nnnn1C1CCCCC1)N1CCCC1
→ 0.97	1	1	-5	1.1	-14	1	4	0	1

(continued)
NF-kB neuron act | TNAP act hi DEA | bIAP act | TNAP inh hiacc | PMI act hi M6P | TNAP inh no acc | PMI act | compound | APP 5'UTR act | FLuc inhib CS | FLuc stim CS
1 | 1 | 1 | -2 | 1 | -4 | 1 | Cc1ccc(-c2nc(CN(Cc3c(C)nn(C)c3C)C(C)C)c(C)o2)o1 | -20 | -4 | 1
0.83 | 1 | 1 | -4 | 1.1 | -15 | 1.1 | N#CC1=C(S)N(c2ccc(F)cc2)C(c2ccco2)NC1=O (stereo not given) | 12 | -5 | 1.1
1.1 | 1 | 1.1 | 0 | 1 | -5 | 1 | Cc1cc(C(=O)CN2C(=O)NC3(CCCc4ccccc43)C2=O)c(C)n1C (stereo not given) | -14 | -2 | 1
0.9 | 1.1 | 0.9 | -7 | 1 | -9 | 1 | COc1ccc(-n2nnc3c(SCC(=O)Nc4ccccc4F)ncnc32)cc1 | -12 | -7 | 1.1
0.75 | 1.1 | 1 | -8 | 1 | -6 | 0.9 | CN(C)S(=O)(=O)c1ccc(Cl)c(NC(=O)CSc2nc3ccccc3c(=O)n2CCCN2CCOCC2)c1 | 8 | -7 | 1.1
1.4 | 1 | 1.3 | 0 | 1 | -100 | 1 | CCCCNC(=S)NNC(=O)c1ccncc1 | 19 | 1 | 1
1.1 | 1.1 | 0.9 | -11 | 0.9 | -12 | 0.9 | CCOC(=O)c1cc2sc(C)cc2n1CC(=O)N1CCc2ccccc21 | -2 | -5 | 1.1
0.92 | 1 | 0.9 | -4 | 1.5 | -7 | 1 | O=C(NCSc1ccncn1)c1ccccc1 | -8 | -1 | 1
1.2 | 1 | 0.8 | 3 | 1 | 2 | 0.9 | CCNS(=O)(=O)c1ccc(OC)c(C(=O)NC2CCCCC2)c1 | 0 | -2 | 1
1.4 | 1 | 0.9 | -4 | 1.1 | -4 | 1 | O=C(Nc1cccc(F)c1)c1coc(=O)c(Br)c1 | -7 | -6 | 1.1
1.1 | 1 | 0.9 | -4 | 0.9 | -3 | 0.9 | CCOc1ccccc1NC(=O)COC(=O)CSc1ccc(Cl)cc1 | 0 | -2 | 1
1.2 | 1 | 1 | -3 | 1 | -6 | 1 | CCn1c(=O)[nH]c2cc(C(=O)Nc3cc(C)cc(C)c3)ccc2c1=O | 11 | 1 | 1
0.91 | 1.1 | 1 | -5 | 1 | -8 | 1 | CCOC(=O)c1c(NC(=O)CNCCOC)sc2c1CCCC2 | -9 | -3 | 1
1 | 1 | 0.9 | -2 | 1 | -8 | 1 | O=S(=O)(N1CCCCC1)N1CCN(CC(O)COc2ccc3cc(Br)ccc3c2)CC1 (stereo not given) | . | 0 | 1
1.3 | 1 | 1.1 | 1 | 0.9 | -7 | 1.1 | COc1cc(NC(=O)CN2C(=O)CN(C)C2=O)c(C)cc1[N+](=O)[O-] | 32 | -6 | 1.1
1.2 | 1.1 | 1 | -7 | 1.1 | -7 | 1.1 | C#CCOCCOCCOCCNc1nc(N2CCOCC2)nc(N2CCN(C(=O)[C@H]([C@@H](C)CC)n3cc([C@@H](N)Cc4ccc(O)cc4)nn3)CC2)n1 | 2 | -11 | 1.1
1.1 | 1 | 0.8 | -5 | 0.9 | -6 | 1 | COc1cccc(CN(C)CC(=O)NC(=O)NCc2ccccc2)c1 | 23 | -3 | 1
1.1 | 1 | 0.9 | 3 | 1 | -18 | 0.9 | O=C(COC(=O)c1cccc(N2C(=O)c3ccccc3C2=O)c1)Nc1ccccc1 | -2 | 1 | 1
0.95 | 1 | 1.3 | -4 | 1 | -5 | 1 | CCOC(=O)c1sc(-c2ccc(OC)cc2)cc1NC(C)=O | 23 | -2 | 1
1.2 | 1 | 1.1 | -4 | 1 | 8 | 1 | CC(C)Cn1c(N)c(C=O)c(=O)n(C)c1=O | 4 | -2 | 1
1.2 | 1 | 0.8 | -3 | 0.9 | -1 | 0.9 | CCOC(=O)c1c(C)n(C)c2cc(Br)c(C)cc12 | -2 | -6 | 1.1
1 | 1 | 0.9 | -1 | 0.9 | -5 | 1 | CCOC(=O)C1=C(C)NC(=O)NC1c1cc2c(cc1Br)OCO2 (stereo not given) | 22 | -1 | 1
1.1 | 1.2 | 1.1 | -16 | 0.9 | -30 | 0.9 | O=C(Nc1ccc(Cl)cc1)NC1CCCC1Cc1ccco1 (stereo not given) | 4 | -2 | 1
1.1 | 1 | 0.9 | -1 | 1 | -13 | 1.1 | O=C1CC(=O)N(c2ccccc2)N1c1ccccc1 | -5 | -6 | 1.1
1.3 | 1.1 | 0.8 | -7 | 1 | -14 | 1 | CCOC(=O)CN1C(=O)C(O)(CC(=O)c2ccco2)c2ccccc21 (stereo not given) | 9 | -7 | 1.1
1 | 1 | 0.8 | -2 | 1 | 1 | 1 | O=C(O/N=C/C1=C(Cl)c2ccccc2CC1)c1ccc(F)cc1 | 11 | 3 | 1
0.81 | 1 | 1.2 | -3 | 1 | -13 | 1 | COc1cccc(C(=O)NC2CCN(CC(=O)NCc3ccccc3OC)CC2)c1 | 9 | 0 | 1
1.4 | 1 | 0.8 | -1 | 0.4 | 3 | 0.6 | Oc1ccc(NCc2cccc(OCc3ccccc3)c2)cc1 | -1 | -2 | 1
1 | 1.1 | 1.2 | -7 | 1 | -19 | 1 | CCCCNC(=O)CNC(=S)N(Cc1ccccc1)Cc1cccs1 | 1 | -5 | 1
1 | 1.1 | 1 | -7 | 1 | -14 | 1 | O=C1CN2NC(=S)N(c3ccccc3)C2=CN1c1ccc(Cl)cc1 | 7 | -6 | 1.1
1.2 | 1 | 1 | 2 | 1 | -17 | 0.8 | COCCn1c(-c2ccccc2Cl)nc2c(c(=O)c3ccccc3n2C)c1=O | 6 | -3 | 1
0.98 | 1.1 | 0.9 | -5 | 1.1 | -19 | 1.1 | O=C(NCc1ccco1)c1ccccc1-c1ccccc1 | 10 | -4 | 1
1.2 | 1 | 1 | -1 | 0.9 | 2 | 1.1 | Cc1cc(=O)oc(C)c1C(=O)NCCCN1C(C)CCCC1C (stereo not given) | -3 | -7 | 1.1
1.8 | 1.1 | 0.8 | -6 | 0.9 | -6 | 1 | Cc1cc(C)nc(SCc2nnc(SCC(=O)Nc3nc(-c4ccccc4)cs3)n2C)n1 | 10 | -6 | 1.1
0.93 | 1 | 1.2 | -4 | 1 | -6 | 1 | Cc1cccc(NC(=O)CSc2nnc(CNC(=O)c3cccs3)o2)c1C | -7 | -7 | 1.1
1.1 | 1 | 0.9 | -2 | 1 | -10 | 1 | CC(C)Cc1[nH]c(=O)c(C#N)c2c1COC(C)(C)C2 | 5 | -6 | 1.1
